# Source: PubChem BioAssay
# Epigenetic reg: derepresses silenced GFP reporter in murine cells. Potency, µM (highest dose often 53.9 µM), inactives show top-dose GFP activation, hits mostly activators. 0.2% of 280,000 active. murine LDR cells, GFP reporter derepression, 30 h; note: potency is the fitted concentration of half-maximal effect; % of control where 0% means no effect; nearly all actives have a fitted effect of over 60% in size
#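 Reporter derepression read as number of fluorescent GFP-positive objects, 20-120 um in size, counted by laser-scanning cytometer. Mouse LDR line with an epigenetically silenced CMV-GFP locus; compound incubation 30 h, 37 C.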
# NPSR antagonist: blocks cAMP signaling of the human neuropeptide S receptor; 1% of 220,000 active; CHO-NPSR cells, cAMP TR-FRET, antagonist mode; Potency, µM (top dose mostly 38.3 µM), for the others: top-dose activity change, negative = inhibition, actives largely listed as inhibitors; AID 1461; note: potency is the fitted concentration of half-maximal effect; % is set by controls: 0 for no effect and ±100 for the full control effect; nearly all actives have a fitted effect of over 50% in size; many of its hits are not listed in these tables
# Target sequence (Q6W5P4 whole entry, looked up): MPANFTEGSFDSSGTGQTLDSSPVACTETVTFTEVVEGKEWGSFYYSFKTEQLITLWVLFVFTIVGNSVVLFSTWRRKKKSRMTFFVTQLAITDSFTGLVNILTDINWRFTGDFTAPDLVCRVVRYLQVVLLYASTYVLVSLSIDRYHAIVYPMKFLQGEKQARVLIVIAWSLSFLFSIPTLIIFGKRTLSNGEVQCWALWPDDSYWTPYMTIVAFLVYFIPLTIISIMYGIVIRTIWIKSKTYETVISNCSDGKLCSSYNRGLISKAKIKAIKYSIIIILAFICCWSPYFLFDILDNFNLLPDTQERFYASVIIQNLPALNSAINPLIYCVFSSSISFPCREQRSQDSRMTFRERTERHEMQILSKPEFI
# Tau fluor counter: counter-screen for tau fibril formation inhibitors | tau K18 P301L (four-repeat tau fragment) Alexa594 fluorescence, heparin fibrillization | Potency, µM (doses to about 57.7 µM), for the others: top-dose activity change, negative = decrease | 0.93% of 280,000 active | AID 1463; note: potency is the fitted concentration of half-maximal effect; % is set by controls: 0 for no effect and ±100 for the full control effect; nearly all actives have a fitted effect of over 55% in size
#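 Human K18 P301L tau (15 uM unlabeled plus 0.24 uM Alexa 594-labeled, final) in 100 mM sodium acetate pH 7 was mixed with compound and 20 uM heparin and incubated 6 hr at 37 C.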
# TRb SRC2 PPI: disrupts binding of human TR beta to SRC2; 0.065% of 280,000 active; TRbeta-SRC2 peptide binding, fluorescence polarization; receptor liganded with 1 µM T3; Potency, µM (series often up to 106 µM), without a hit: top-dose activity change, negative = inhibition, usual class: inhibitors;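 note: potency is the fitted concentration of half-maximal effect; plate controls were bound peptide for no effect and peptide without receptor for full effect; nearly all actives have a fitted effect of over 50% in size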
#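 Binding of a 20-amino-acid Texas Red SRC2 peptide (20 nM) to TRb ligand-binding domain (0.6 uM) with agonist T3 at 1 uM was followed by fluorescence polarization after a 5 hr room-temperature incubation.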
# Tau fibril FP: blocks human tau fibril formation measured by polarization; P10636; K18 P301L tau heparin fibrillization, Alexa594 FP, 6 h; Potency, µM (top dose mostly 57.7 µM), for the others: at the top dose activity, negative = inhibition, hits mostly inhibitors; 0.39% of 280,000 active; AID 1468; note: potency is the fitted concentration of half-maximal effect; % is set by controls: 0 for no effect and ±100 for the full control effect; nearly all actives have a fitted effect of over 55% in size
#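 Recombinant K18 P301L […], labeled with Alexa 594 at 0.24 uM over 15 uM unlabeled; heparin inducer 20 uM final; 37 C, 6 hr; FP endpoint.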
# TR SRC2 fluor cs: alters Texas Red total fluorescence, flagging assay interference; TRb/SRC2 Texas Red total fluorescence interference; AID 1479; Potency, µM (highest dose often 106 µM), inactives show at the highest dose fluorescence change, negative = quenching; 0.29% of 280,000 active; active = well fitted curve in either direction with a large enough effect; inconclusive = small, poorly fitted or top-dose-only effect; note: potency is the fitted concentration of half-maximal effect; % is set by controls: 0 for no effect and ±100 for the full control effect
#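 Flags fluorescent or light-absorbing compounds by total fluorescence, S + 2P, at 555 nm excitation and 632 nm emission. Mixture: 20 nM Texas Red SRC2 peptide, 0.6 uM human TRb LBD, 1 uM T3, 5% DMSO; compound exposure 5 h at ambient temperature.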
# aGal spleen mod: inhibits or activates alpha-galactosidase in human spleen homogenate; human spleen homogenate, 4MU-alpha-Gal fluorescence, 40 min; P06280; 0.008% of 240,000 active; Potency, µM (series often up to 80 µM), without a hit: at the top dose activity change, negative = inhibition, actives largely listed as inhibitors; AID 2107;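 note: potency is the fitted concentration of half-maximal effect; 0% = enzyme with vehicle and -100% = no enzyme basal signal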
#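 Spleen homogenate 1 ug + cpd (titration) + 4-MU-alpha-D-galactopyranoside 1 mM; 37C 40 min; 50 mM citrate/phosphate pH 5.0, 0.01% Tween-20; stop pH 10; fluorescence 365/440; AC50 via Hill.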
# CBFb RUNX1 block: inhibitors of human CBF-beta and RUNX1 interaction. Potency, µM (doses to about 59.8 µM), inactives show at the top dose activity, negative = inhibition, most hits filed as inhibitors. Q01196+Q13951. AlphaScreen CBFb-His/RUNX1-biotin binding, biochemical. AID 1477. 230,000 tested, under 10 active; note: % of control where 0% means no effect
# Target sequence (Q01196 whole entry, looked up): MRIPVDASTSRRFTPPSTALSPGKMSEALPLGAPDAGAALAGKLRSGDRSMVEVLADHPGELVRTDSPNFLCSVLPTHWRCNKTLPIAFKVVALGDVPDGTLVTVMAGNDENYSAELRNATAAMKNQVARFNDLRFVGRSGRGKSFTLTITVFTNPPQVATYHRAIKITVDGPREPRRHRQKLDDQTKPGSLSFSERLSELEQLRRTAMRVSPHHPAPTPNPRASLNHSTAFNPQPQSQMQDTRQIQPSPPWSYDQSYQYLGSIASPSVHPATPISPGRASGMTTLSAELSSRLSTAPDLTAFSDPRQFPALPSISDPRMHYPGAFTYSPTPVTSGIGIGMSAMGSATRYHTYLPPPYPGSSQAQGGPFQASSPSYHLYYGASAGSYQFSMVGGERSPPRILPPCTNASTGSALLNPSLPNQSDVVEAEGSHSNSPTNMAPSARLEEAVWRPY
# Target sequence (Q13951 whole entry, looked up): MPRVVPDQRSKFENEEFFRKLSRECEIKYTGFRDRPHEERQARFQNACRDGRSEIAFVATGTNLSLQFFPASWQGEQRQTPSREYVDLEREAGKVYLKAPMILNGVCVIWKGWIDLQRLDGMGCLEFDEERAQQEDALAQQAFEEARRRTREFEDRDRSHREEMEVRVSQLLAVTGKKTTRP
#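 Bead-based AlphaScreen assay; binding partners His-tagged CBF-beta and biotinylated RUNX1 at 30 nM each. Compound exposure 15 min after a 20-min protein preincubation; bead step 90 min; all steps at room temperature.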
# The depositor's hits bear a star; ? = inconclusive; · = no result given; & = joins results of further samples; [ ] = another dose, or the depositor's remark. Unless noted, calls come from the whole dose curve; as a rule, active = well fitted curve in the direction sought with a large enough effect; inconclusive = small, poorly fitted or top-dose-only effect, or another doubt; inactive = no such curve, though single readings can be large; an effect the other way counts as inactive or inconclusive. A portion of the library (hit frequency here may not be typical).
SMILES,Epigenetic reg,NPSR antagonist,Tau fluor counter,TRb SRC2 PPI,Tau fibril FP,TR SRC2 fluor cs,aGal spleen mod,CBFb RUNX1 block
CN(C)CCCN(C(=O)CCOc1ccccc1)c1nc2c(F)cccc2s1,?,17%,-4%,-7%,?,-2%,0%,-1%
Cc1cc(NC(=O)C2CC(c3ccc(Cl)cc3)=NO2)no1 (stereo unspecified),1.0%,-8%[46.1 µM],-3%,2%,-2%,0%,5%,7%
CCN1CCN(Cc2ccc(NC(=O)Nc3cccs3)cc2)CC1,-1.1%,-9%[46.1 µM],-22%,-8%,1%,-6%,-9%,-3%
COc1ccc(N2CCN(C(=O)c3nc4nc(C)cc(C)n4n3)CC2)cc1,-1.5%,-2%,-3%,5%,3%,-3%,-11%,22%
Cc1cc(-n2c(C)nc3ccccc3c2=O)ccc1NC(=O)c1ccc(C)c([N+](=O)[O-])c1,-2.0%,·,-8%,-3%,-1%,-1%,·,·
COc1ccccc1OCCCC(=O)Nc1ccc([N+](=O)[O-])cc1Br,-1.2%,-9%,-30%,-2%,4%,-3%,-7%,-2%
CCCCNC(=O)/C=C/c1ccc(OC)c(Br)c1,-3.4%,-4%[46.1 µM],-3%,3%,-4%,-2%,-2%,11%
O=C1CN(C(=O)CNCc2ccc(Cl)cc2)c2ccccc2N1,0.0%,-1%,-8%,-10%,-6%,2%,-3%,3%
COC(=O)CSc1nc(C)cc(C(F)(F)F)c1C#N,-2.3%,-13%[46.1 µM],2%,-1%,5%,0%,5%,20%
COc1ccc(CNc2ncnc3cc(OC)c(OC)cc23)cc1,0.6%,0%[46.1 µM],-4%,-15%,-12%,1%,4%,5%
Cc1cc2c(NC(=O)Nc3ccc(C(F)(F)F)cc3)cccc2nn1,-1.6%,53%,?,-7%,28µM*,4%,8%,-8%
CN(CC(=O)NCCc1ccccc1)S(=O)(=O)c1cccs1,0.0%,-14%[46.1 µM],-5%,-10%,1%,-3%,0%,8%
CC(C)CNC(=S)NNC(=O)c1csc2ccccc12,-1.1%,-9%[46.1 µM],-11%,-10%,-9%,-1%,-9%,-1%
N=c1n(CCN2CCCCC2)c2ccccc2n1CC(O)COc1ccccc1 (stereo unspecified),-1.0%&-0.5%,3%[46.1 µM],-7%&-2%,-9%&-8%,-5%&3%,-1%&3%,-6%,7%
CCOC(=O)N1CCN(C(=O)c2cn(CC)c3ccc(S(=O)(=O)N4CCCC4)cc3c2=O)CC1,0.0%,-6%[46.1 µM],2%,-1%,-2%,0%,2%,4%
Cc1ccccc1OCC(O)Cn1c(N2CCN(c3ccccc3)CC2)nc2c1c(=O)[nH]c(=O)n2C (stereo unspecified),-1.4%,-7%,-9%,3%,-7%,-1%,-4%,11%
COC(=O)c1c(S(C)(=O)=O)nc(-c2ccccc2)[nH]c1=O,2.2%,7%,0%,-1%,-10%,2%,-1%,-5%
O=C(NC1CCN(C(=S)NCc2ccco2)CC1)c1ccc(F)cc1,0.0%,3%[46.1 µM],2%,0%,3%,-4%,-5%,0%
Cn1c(N2CCN(C(=O)Nc3ccc(C(F)(F)F)cc3)CC2)nc2ccccc21,-1.9%,?,-11%,0%,4%,-2%,1%,5%
O=C(CNC(=O)c1ccc2ccccc2c1)OCC(=O)N1CCN(S(=O)(=O)c2ccc3ccccc3c2)CC1,-1.5%,18%,-19%,6%,-14%,2%,2%,-5%
COc1cc2nc(Nc3cccc(C)c3)nc(N)c2cc1OC,2.5%,·,?,-7%,?,-5%,·,·
CC1(C)Cc2nc3sc4c(N(CCO)CCO)nnnc4c3cc2CO1,-0.1%,3%,1%,0%,3%,1%,3%,-6%
C=CCNC(=O)c1ccc([N+](=O)[O-])c(Cl)c1,1.1%,-1%,3%,-1%,8%,-2%,-2%,-2%
C=CCn1c(SCn2nnc3ccccc3c2=O)nnc1-c1ccc(Br)cc1,1.0%,-6%[46.1 µM],-3%,5%,1%,-6%,5%,-6%

# Full records, looked up by structure.
# Shown for COc1ccc(CNc2ncnc3cc(OC)c(OC)cc23)cc1 : Epigenetic reg: 0.6%; NPSR antagonist: 0%[46.1 µM]; Tau fluor counter: -4%; TRb SRC2 PPI: -15%; Tau fibril FP: -12%; TR SRC2 fluor cs: 1%; aGal spleen mod: 4%; CBFb RUNX1 block: 5%
# Shown for O=C(NC1CCN(C(=S)NCc2ccco2)CC1)c1ccc(F)cc1 : Epigenetic reg: 0.0%; NPSR antagonist: 3%[46.1 µM]; Tau fluor counter: 2%; TRb SRC2 PPI: 0%; Tau fibril FP: 3%; TR SRC2 fluor cs: -4%; aGal spleen mod: -5%; CBFb RUNX1 block: 0%

# Going on with the list:
SMILES,Epigenetic reg,NPSR antagonist,Tau fluor counter,TRb SRC2 PPI,Tau fibril FP,TR SRC2 fluor cs,aGal spleen mod,CBFb RUNX1 block
COc1cccc(C2=NOC(C(=O)NCc3ccco3)C2)c1 (stereo unspecified),0.9%,-1%[46.1 µM],-4%,5%,-14%,0%,-12%,3%
CCn1c(SCC(=O)c2ccc(O)c(O)c2)nnc1-c1ccc(C)cc1,-1.0%,-8%[46.1 µM],-20%,-12%,-4%,-3%,-7%,-17%
O=C(CN1CCN(c2ccccc2)CC1)Nc1ccc2c(c1)OCCO2,-0.3%,3%,-10%,-5%,4%,-6%,-4%,-24%
COCCN1CCN(c2cc(-c3ccccc3)nc3cc(-c4cccc(F)c4)nn23)CC1,-2.0%,?,?,-9%,-6%,-1%,18%,?
CSc1ccccc1C(=O)C1CCCN(Cc2cnn(-c3ccccc3)c2)C1 (stereo unspecified),0.0%,47%,-13%,-11%,-9%,-5%,4%,-10%
CC(=O)Nc1ccc(C(=O)NCC(=O)OCc2c(F)cccc2Cl)cc1,-0.2%,2%,-1%,-8%,6%,-4%,-3%,3%
CC1CC(C)(C)NC(=S)N1CCCC(=O)Nc1ccc(Cl)cc1 (stereo unspecified),-0.1%,-9%,-7%,1%,4%,0%,4%,9%
CCOC(=O)C1C(=O)C=C(c2ccc(OC)cc2)CC1c1ccco1 (stereo unspecified),-1.8%,-13%[46.1 µM],-9%,-9%,3%,2%,2%,-6%
CCOC(=O)N1CCN(C(=O)C2CCC(CNS(=O)(=O)c3ccc(Cl)cc3)CC2)CC1 (stereo unspecified),0.0%,-16%[46.1 µM],2%,2%,-2%,-5%,0%,1%
CCOC(=O)N1CCC(=NNC(=O)COc2cccc(C)c2)CC1,0.0%,-4%[46.1 µM],-4%,3%,0%,-4%,?,1%
CSc1ccc(CCNC(=O)c2cc(C)nc3c2c(C)nn3-c2ccccc2)cc1,2.5%,·,-20%,10%,-15%,-5%,·,·
CCCCNC(=O)Nc1ccccc1CC,0.1%,-10%,-2%,6%,3%,1%,3%,-6%
CC(C)Cn1c(N)cc(=O)n(C)c1=O,-0.4%,12%,7%,5%,3%,2%,-1%,-14%
COC(=O)CCC(=O)OC1(C)C(=O)C=C2C=C(C3CC3)N(C(CO)CO)C=C2C1=O (stereo unspecified),0.8%,23%,4%[11.6 µM],5%[11.2 µM],0%[11.6 µM],1%[11.2 µM],-1%[17.5 µM],6%[13.1 µM]
CCOc1ccc(C(=O)N(Cc2ccc(OC)cc2)Cc2cc3cc(OC)ccc3[nH]c2=O)cc1,10%,7%[46.1 µM],-4%,-4%,10%,-3%,7%,2%
Cn1c(=O)c2c(ncn2CC(=O)Nc2cccc(S(=O)(=O)Nc3ccccc3F)c2)n(C)c1=O,-3.2%,10%,7%,4%,-4%,-2%,2%,2%
Nc1c(C(=O)Nc2ccccc2F)sc2nc(Cc3ccccc3)cc(C(F)(F)F)c12,13µM*,?,-11%,-4%,?,-3%,-11%,6%
CCOc1nc(NC(=O)NS(=O)(=O)c2cccc(Cl)c2)nc(-c2ccccc2)n1,-1.8%,17%,5%,-1%,5%,0%,-1%,6%
Cc1ccc(CNC(=O)CCc2c(C)nc3ncnn3c2C)cc1,0.0%,-26%[46.1 µM],-1%,-8%,-1%,0%,2%,1%
CCOc1ccccc1CNC(=O)C1CCN(c2nc3ccccc3o2)CC1,-1.0%,-11%[46.1 µM],4%,-2%,-1%,1%,-3%,2%
Cc1cc(C)n(-c2ccc(C(=O)OCC(=O)NCc3ccco3)cc2)n1,-1.6%,-10%[46.1 µM],0%,1%,8%,3%,5%,5%
C/C(CC(=O)Nc1ccccc1F)=N\NC(=O)Cc1ccc(Cl)cc1,1.2%,3%,-9%,2%,4%,0%,-1%,-15%
CCOC(=O)n1ccn(C)c1=S,2.7%,·,-7%,-8%,-5%,5%,9%,14%
Cc1noc(NS(=O)(=O)c2ccc(NC(=O)COc3ccccc3Br)cc2)c1C,-1.6%,·,0%,2%,9%,-4%,·,·
C/C(NC(=O)c1cccs1)=C1\C(=O)C[C@@H]2[C@H]1C2(C)C,13%,-4%[46.1 µM],-20%,0%,9%,-2%,9%,15%
O=C(NCCN1CCc2ccccc2C1)C1CCN(S(=O)(=O)N2CCC3(CC2)OCCO3)CC1,1.1%,0%[46.1 µM],-3%,-5%,3%,1%,0%,1%
OCC1(CCc2ccccc2)CCN(Cc2c(F)ccc(F)c2F)CC1,5.1%,-21%,-1%,-2%,5%,-1%,-2%,4%
Cn1c(O)c(N=Nc2ccc(F)cc2)c2ccccc21,1.1%,-26%,-12%,4%,-6%,-2%,-4%,-6%
COC(=O)CCC(=O)OC1(C)C(=O)C=C2C=C(C3CC3)N(C3CCCCC3)C=C2C1=O (stereo unspecified),3.7%,9%,-11%[11.6 µM],6%[11.2 µM],?,-2%[11.2 µM],0%[17.5 µM],19%[13.1 µM]
CCOC(=O)c1[nH]c2ccc(OC)cc2c1NC(=O)CN1CCC2(CC1)OCCO2,1.0%,-4%[46.1 µM],-6%,-2%,5%,-5%,9%,6%
COC(=O)CC(c1ccc(OC)c(OC)c1)c1ccc(OC)c(OC)c1,2.6%,4%,5%,4%,6%,2%,8%,3%
CCCn1c(SCC(=O)Nc2cccc(C)n2)nc2c1c(=O)n(C)c(=O)n2C,0.0%,27%,-1%,-1%,-1%,-3%,0%,-13%
S=c1nc(-c2ccc(Br)cc2)oc2c1CCCC2,3.2%,-21%[46.1 µM],-11%,-14%,-3%,0%,6%,-2%
